# UPR XBP1 act – adaptive UPR (XBP1) activation. hit rate 0.33% among 330,000. activation, % at 20 µM. CHO-XBP1 luciferase reporter, IRE1-XBP1 UPR activation, luminescence; percent of tunicamycin response, DMSO as zero;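 active = versus positive control, 20 µM dose yields 30% or more activation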;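 also: 100% = tunicamycin at 10 µg/mL and 0% = DMSO only wells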
#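 Material: CHO-XBP1 cells stably carrying IRE1-XBP1-driven luciferase reporter | Medium: F12 with 10% serum | Compound dosing: 20 µM single concentration, DMSO 1% | Incubation: Overnight seeding at 37 °C, 6 h compound treatment at 37 °C | Detection: Steady-Glo luminescence read | Read-out basis: % activation of reporter signal versus tunicamycin and DMSO controls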
# APJ agonist – APJ receptor agonism. activation, % at 20 µM. hit rate 0.11% among 330,000. CHO-K1 APJ PathHunter beta-arrestin, luminescence; 0% DMSO wells, 100% apelin. P35414;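 active = activation more than six SD over the plate average, tested at 20 µM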;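 also: 0% = DMSO alone and 100% = apelin-13 at 10 nM; some results filed as inactive read as strong as hits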
# Target sequence (P35414 whole entry, looked up): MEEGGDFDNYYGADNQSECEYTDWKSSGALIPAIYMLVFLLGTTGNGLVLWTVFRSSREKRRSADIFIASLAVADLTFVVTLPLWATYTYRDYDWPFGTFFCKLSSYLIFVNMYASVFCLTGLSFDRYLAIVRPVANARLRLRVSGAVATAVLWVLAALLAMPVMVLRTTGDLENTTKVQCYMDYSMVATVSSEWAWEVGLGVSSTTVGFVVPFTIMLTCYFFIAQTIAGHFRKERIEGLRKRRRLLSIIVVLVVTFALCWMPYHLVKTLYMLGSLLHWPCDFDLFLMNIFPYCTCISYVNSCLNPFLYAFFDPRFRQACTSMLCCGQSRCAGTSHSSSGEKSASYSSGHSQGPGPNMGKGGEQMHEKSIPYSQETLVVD
#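 Assay system: CHO-K1 cells stably expressing ProLink-tagged human APJ and arrestin–beta-gal acceptor. Compound dosing: 20 µM single point, 1% DMSO. Times: 16-18 h seeding, 90 min dark compound exposure, 60 min detection. Detection: beta-gal luminescence. Evaluation: APJ–arrestin association signal. Controls: negative DMSO alone, positive Apelin-13 at 10 nM.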
# CHOP UPR activ – apoptotic UPR (CHOP) activation | AID 449763 | CHO-CHOP luciferase reporter, luminescence; percent of tunicamycin response over DMSO baseline | activation, % at 10 µM | hit rate 0.34% among 330,000;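 active = at 10 µM dose, activation of 40% or more, normalized to positive control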;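 also: 100% = tunicamycin at 10 µg/mL and 0% = DMSO alone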
#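 Test system: CHO-CHOP cells, stable luciferase reporter of PERK-eIF2a-CHOP signalling | Quantity: 500 CHO-CHOP cells per well | Buffer or medium: F12 plus 10% serum | Compound dosing: 10 µM single point, 0.5% DMSO | Schedule: 6 h compound treatment, 37 °C | Signal: Luciferase luminescence | Control set: Tunicamycin high control, DMSO low control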
# EBI2 antag – EBI2 (human) antagonism | P32249 | EBI2 beta-arrestin recruitment, luminescence, 7a,25-OHC stimulated | inhibition, % at 5 µM | hit rate 0.81% among 360,000; in the data active = inhibition above about 38%;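 also: enzyme fragment complementation signal reports receptor beta-arrestin coupling in cells; 0% = agonist plus DMSO wells and 100% = wells without agonist; some results beyond the cut were filed as inactive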
# Target sequence (P32249 whole entry, looked up, the tested form may be a part): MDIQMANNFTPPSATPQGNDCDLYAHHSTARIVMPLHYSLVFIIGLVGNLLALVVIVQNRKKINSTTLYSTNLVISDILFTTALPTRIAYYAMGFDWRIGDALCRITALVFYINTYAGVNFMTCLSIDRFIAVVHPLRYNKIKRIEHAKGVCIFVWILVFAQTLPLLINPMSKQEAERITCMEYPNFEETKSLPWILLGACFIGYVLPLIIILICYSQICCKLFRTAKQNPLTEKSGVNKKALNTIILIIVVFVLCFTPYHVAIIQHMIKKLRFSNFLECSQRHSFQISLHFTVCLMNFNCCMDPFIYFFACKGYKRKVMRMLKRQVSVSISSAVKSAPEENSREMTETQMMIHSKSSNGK
# Mdm2 MdmX PPI – human Mdm2/MdmX binding inhibition; O15151+Q00987; SaOS-2 split-luciferase Mdm2/MdmX complementation, luminescence; inhibition, % at 8 µM; hit rate 3% among 330,000; AID 485346;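 active = inhibition of at least 50% at 8 µM in the primary screen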
# CXCR6 inh – inhibitors of human CXCR6 receptor. AID 602244. CHO-K1 PathHunter CXCR6 beta-arrestin, luminescence. inhibition, % at 20 µM. hit rate 0.36% among 360,000. O00574; in the data active = inhibition above about 34%, passing the limit was not always enough;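 also: antagonist mode with CXCL16 agonist at 10 nM final; 0% = 10 nM CXCL16 with DMSO and 100% = unstimulated wells without agonist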
# CCR6 antagonist – CCR6 (human) receptor antagonism. CHO-K1 CCR6 PathHunter beta-arrestin, luminescence, CCL20-stimulated. P51684. inhibition, % at 20 µM. hit rate 0.49% among 340,000;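 active = compounds whose inhibition of the agonist-driven luminescence signal at 20 µM reaches about 50%, limit read from the data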;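 also: cells stimulated with CCL20 at 14 nM final; plate controls were DMSO with CCL20 for no effect and DMSO without agonist for full effect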
# Target sequence (P51684 whole entry, looked up): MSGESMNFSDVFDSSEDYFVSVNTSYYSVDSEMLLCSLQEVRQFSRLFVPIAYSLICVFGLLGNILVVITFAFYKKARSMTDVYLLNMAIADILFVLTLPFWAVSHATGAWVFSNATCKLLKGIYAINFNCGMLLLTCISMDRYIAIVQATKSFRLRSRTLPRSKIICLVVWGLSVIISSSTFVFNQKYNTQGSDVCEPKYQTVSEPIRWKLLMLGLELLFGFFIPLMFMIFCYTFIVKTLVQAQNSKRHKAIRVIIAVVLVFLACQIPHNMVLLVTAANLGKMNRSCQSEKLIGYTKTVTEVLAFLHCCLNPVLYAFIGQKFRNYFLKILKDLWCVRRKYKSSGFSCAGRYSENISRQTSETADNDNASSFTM
# tim23-1 inh – inhibits growth of tim23-1 mutant yeast; hit rate 1.3% among 330,000; S. cerevisiae tim23-1 growth, BacTiter-Glo luminescence, 24 h; inhibition, % at 20 µM;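 active = growth inhibition of the mutant yeast at or above 50%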;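 also: temperature-sensitive mutant grown at 25 °C; plate controls were DMSO-treated mutant yeast for no effect and medium wells lacking yeast for full effect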
# APJ antagonist – antagonists of human APJ apelin receptor; P35414; CHO-K1 APJ beta-arrestin complementation, luminescence; inhibition, % at 20 µM; hit rate 0.32% among 330,000; AID 2521;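 active = inhibition above about 40% at 20 µM, limit read from the data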;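 also: cells challenged with 10 nM apelin-13 agonist together with compound; plate controls were apelin-13 plus DMSO wells for no effect and DMSO wells lacking apelin-13 for full effect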
# * hit, by the source's call.
SMILES,UPR XBP1 act,APJ agonist,CHOP UPR activ,EBI2 antag,Mdm2 MdmX PPI,CXCR6 inh,CCR6 antagonist,tim23-1 inh,APJ antagonist
O=C(CNS(=O)(=O)c1ccccc1)OCC(=O)c1ccc(Br)cc1,-4,-5,0.0,3,16,0,22,2,24
CN(CC(=O)Nc1ccc(Cl)cc1)C1=NS(=O)(=O)c2ccccc21,0,-3,1.4,-2,-22,2,3,7,-1
CCOC(=O)c1c(C)c(C(=O)NCc2ccccn2)c(C)n1C,1,-3,-0.3,-3,13,-2,12,17,9
O=C(Nc1cc(C(F)(F)F)ccc1N1CCOCC1)c1n[nH]c(=O)c2ccccc12,4,0,1.6,-4,-18,3,1,9,14
O=C(COC(=O)C12CC3CC(CC(Br)(C3)C1)C2)Nc1ccc2[nH]c(=O)[nH]c2c1,1,5,0.0,-5,14,9,13,-13,10
Cc1nnsc1S(=O)c1ccc(Cl)c(Cl)c1 (configuration not stated),-8,-1,15,15,30,0,9,-12,17
COc1ccccc1C(=O)OCC(=O)Nc1cccc(S(=O)(=O)NC2=NCCCCC2)c1,-4,-4,0.7,-4,-7,7,12,8,-1
Cc1cccc(NC(=O)CSC(N)=O)c1C,0,-4,-0.4,10,3,2,-9,18,27
CCC(=O)N1CCc2cc(Br)cc(S(=O)(=O)CCC(=O)N(CC)CC)c21,-3,-3,2.0,-5,2,-2,3,2,5
CS(=O)(=O)Nc1ccc(C2=NN(C(=O)c3ccco3)C(c3ccccc3F)C2)cc1 (configuration not stated),-1,1,2.0,-32,8,6,-8,14,1
CC(=O)N1CCN(C(=O)C2(NC(=O)Nc3ccc(C)cc3)CCCCC2)CC1,0,-2,-1.0,-2,-7,-6,7,11,3
CCOc1ccc(NS(=O)(=O)c2ccc(N)cc2)cc1,1,15,-0.4,-5,-4,-3,0,-8,-7
Cc1cc(=O)oc2c3c(cc(OCC(=O)N[C@@H](C)C(=O)O)c12)OC(C)(C)CC3,0,-2,1.5,-1,17,-6,9,5,-6
COc1cc2[nH]c3c(N4CCN(c5ccc(Cl)cc5)CC4)ncnc3c2cc1OC,39*,-1,5.6,21,53*,-9,1,-2,-12
CC1Sc2ccc(S(=O)(=O)N(C)Cc3ccccc3)cc2NC1=O (configuration not stated),-1,3,-0.5,-6,15,-6,18,47,-37
Cc1ccccc1NC(=O)c1ccc(OCc2c(C)noc2C)cc1,-2,-2,-1.8,1,-4,-14,3,15,19
CC(C)C(NS(=O)(=O)c1cccc2nsnc12)C(=O)NC1CCCCC1 (configuration not stated),-8,-2,0.1,6,5,-2,10,-1,0
COCc1cc(C)nc2sc3c(=O)n(-c4cccc5ccccc45)nnc3c12,-1,6,-3.1,1,18,2,25,24,8
CCOc1cc(/C=N/NC(=O)C(=O)NCc2ccc3c(c2)OCO3)ccc1OCC(=O)N1CCOCC1,-4,-3,-0.7,-3,8,4,9,-6,13
O=C(O)CC12CC3CC(C1)CC(n1ncc(NCc4ccc(F)cc4)c(Cl)c1=O)(C3)C2,-1,-2,-0.1,6,-9,-11,13,22,3

# Records listed above that bear a hit mark in Mdm2 MdmX PPI.
Structure | EBI2 antag | Mdm2 MdmX PPI | CXCR6 inh | CCR6 antagonist | APJ antagonist
COc1cc2[nH]c3c(N4CCN(c5ccc(Cl)cc5)CC4)ncnc3c2cc1OC | 21 | 53* | -9 | 1 | -12

# Arranged by length of the SMILES (high to low): part of the list above.
SMILES,UPR XBP1 act,APJ agonist,CHOP UPR activ,EBI2 antag,Mdm2 MdmX PPI,CXCR6 inh,CCR6 antagonist,tim23-1 inh,APJ antagonist
Cc1cc(=O)oc2c3c(cc(OCC(=O)N[C@@H](C)C(=O)O)c12)OC(C)(C)CC3,0,-2,1.5,-1,17,-6,9,5,-6
COc1cc2[nH]c3c(N4CCN(c5ccc(Cl)cc5)CC4)ncnc3c2cc1OC,39*,-1,5.6,21,53*,-9,1,-2,-12
CC1Sc2ccc(S(=O)(=O)N(C)Cc3ccccc3)cc2NC1=O (configuration not stated),-1,3,-0.5,-6,15,-6,18,47,-37

# (list continues)
SMILES,UPR XBP1 act,APJ agonist,CHOP UPR activ,EBI2 antag,Mdm2 MdmX PPI,CXCR6 inh,CCR6 antagonist,tim23-1 inh,APJ antagonist
C=CCn1c(SCC(=O)c2c(N)n(C)c(=O)n(C)c2=O)nnc1-c1ccoc1C,-4,-5,-0.9,-3,25,8,1,10,9
Cc1ccc(-c2noc(C3CCCN(C(=O)c4cccc(F)c4)C3)n2)cc1 (configuration not stated),-3,-4,4.2,2,-10,8,8,23,6
CC(C)CC(=O)Nc1cccc(-c2nc3ncccc3o2)c1,0,1,1.6,-4,-19,-13,5,13,-13
COc1cc(OC)cc(C(=O)Nc2ccc(N3CCN(C(=O)c4cccs4)CC3)cc2)c1,-1,0,-0.2,-5,63*,-10,3,-2,-3
CCN(CC)C(=O)Cn1c(=O)n(Cc2ccc(F)cc2)c(=O)c2sccc21,-3,-3,-1.7,6,-9,-12,10,-4,-7
CCCCCCn1c(CN2CCCCC2)nc2c1c(=O)n(C)c(=O)n2C,-2,-2,-1.1,12,3,9,4,3,17
CCOC(=O)N1CCC(N2C(=O)c3ccc(C(=O)Nc4ccc(OC)c(OC)c4)cc3C2=O)CC1,0,2,-0.4,18,23,-5,4,1,-11
O=C(N/N=C/c1ccc2c(c1)OCO2)c1cccnc1,-2,-1,4.0,-5,-3,9,1,-11,-6
CCCCOCCCNC(=O)COc1ccccc1,-3,-2,2.1,-1,7,2,6,-1,-18
Cc1cccn2c(=O)c3cc(C(=O)NC4CCCCC4)c(=N)n(Cc4ccccc4)c3nc12,-3,-12,7.5,16,93*,2,12,8,52*
COc1ccc(O)c(CN2CCN(CCCc3ccccc3)C(CCO)C2)c1 (configuration not stated),-5,-1,-0.7,-1,15,-16,13,-5,13
CCOC(=O)C1CCN(c2c(Nc3ccc(C)c(C)c3)c(=O)c2=O)CC1,-2,-1,-2.0,3,17,2,4,15,13
CCOc1c2ccc(C(=O)NCc3ccc(OC(F)(F)F)cc3)cc2nn1C,1,-5,-0.5,-16,9,-4,7,13,-40
Cc1cc(Cl)ccc1OCC(=O)Nc1ccccc1CO,4,1,4.5,-4,-8,-13,2,-20,-8
O=C(O)C1Cc2ccccc2CN1S(=O)(=O)c1ccc(Cl)cc1 (configuration not stated),-4,-2,-1.0,18,7,-5,1,0,5
CCOc1cc2[nH]c(=O)n(CCCCC(=O)NC3CCCCCC3)c(=O)c2cc1OCC,4,2,2.5,1,7,4,18,13,0
C=CCSC1=C(C#N)C(c2ccc(C(C)C)cc2)CC(=O)N1 (configuration not stated),2,-1,0.2,3,6,-5,13,45,8
Cn1c(=O)oc2cc(S(=O)(=O)CCC(=O)N3CCN(c4ccccc4F)CC3)ccc21,-6,-9,-0.1,2,10,-4,15,-4,11
CC(C)C(OC(=O)C1=Cc2ccccc2OC1)C(=O)NC1CCCC1 (configuration not stated),-2,-3,1.0,-1,-12,4,4,12,5
COC(=O)c1[nH]c(C)c(/C(O)=C2\C(=O)C(=O)N(CCN(C)C)C2c2cc(OC)ccc2OC)c1C (configuration not stated),0,3,-4.2,-3,20,1,13,19,0
CCOC(=O)c1nn(-c2ccc(C)cc2)cc1C(=O)c1ccccc1,1,-4,1.3,4,-143,2,15,28,-4
COC(=O)c1ccc(COc2ccc(/C=N/Nc3nc(C)cc(=O)[nH]3)cc2)cc1,0,-4,1.6,12,-2,1,2,3,-12
CCn1c(CSc2n[nH]c(N)n2)nc2cc(C(=O)O)ccc21,0,1,-2.3,-5,19,-1,2,10,-10
Cc1cccc(C(=O)NCC(=O)OC(C)C(=O)Nc2ccc(Cl)cn2)c1 (configuration not stated),-3,-3,-1.3,3,1,-9,20,3,-21
Cc1cc[n+](CC(=O)c2cccc([N+](=O)[O-])c2)c2ccccc12,-4,-3,1.0,4,3,9,12,12,9
COC(=O)c1c(C)[nH]c(C(=O)C(C)OC(=O)c2cc(C)oc2C)c1C (configuration not stated),-3,0,-0.4,7,-3,3,4,23,-6
CC(=O)c1cc(F)c(N2CCN(C(=O)COc3ccc(F)cc3)CC2)cc1C,-2,1,1.1,28,28,3,-18,11,-2
CCCC(C(=O)OCCN(CC)CC)(c1ccccc1)c1ccccc1,-5,-2,-0.6,5,-6,-8,12,17,21
NCC(O)(c1ccc(Cl)cc1)c1ccc(Cl)cc1,-1,1,-1.7,-1,30,-12,-4,17,7
Cc1cc2c(=O)n(C)c(SCC(=O)Nc3cccc(O)c3)nc2s1,2,0,3.3,-5,-4,-7,10,-11,-1
CS(=O)(=O)N(CC(=O)N1CCC(C(N)=O)CC1)c1cc(C(F)(F)F)ccc1Cl,0,-2,-1.2,1,-26,-4,1,17,-3
CN(C)S(=O)(=O)c1cccc(NC(=O)COC(=O)c2cc(=O)c3ccccc3o2)c1,1,-2,-1.2,0,13,8,-6,18,-1
COc1cccc(N(CC(=O)NC2CCCCC2)C(=O)Cn2nnc(-c3ccc(C)o3)n2)c1,-1,-4,4.5,20,19,3,15,12,6
Cc1cc([N+](=O)[O-])nn1CC(=O)N1CCc2ccccc2C1,0,3,-2.7,-15,12,8,11,7,10
Cc1cc(C)n(C(=O)CNC(=O)C(c2ccccc2)c2ccccc2)n1,1,0,-0.8,7,0,-2,8,29,10
COC(=O)CSC(C)C(=O)Nc1nnc(C(C)C)s1 (configuration not stated),1,-1,0.4,-5,15,-4,-8,-3,12
O=C1CC(N2CCN(c3cccc(C(F)(F)F)c3)CC2)C(=O)N1c1ccccc1F (configuration not stated),-5,1,1.5,-1,9,2,-20,8,1
N#CC1=C(N)Oc2[nH]c(=S)[nH]c(=O)c2C12C(=O)Nc1ccccc12 (configuration not stated),-2,0,1.4,-7,26,-12,-8,15,-32
O=C(COC(=O)CNC(=O)C12CC3CC(CC(C3)C1)C2)Nc1ccccc1,-3,-4,-1.7,-3,10,-9,-6,8,-16
CN1CCN(C(=O)c2ccc3c(c2)N(Cc2ccccc2)CCS3)CC1,-2,-3,1.7,1,14,-2,6,4,8
COc1ccc(-c2cc(=O)oc3c(C)c(OCC(=O)NCCCn4ccnc4)ccc23)cc1,0,-5,-2.0,4,19,7,15,9,21
COc1ccc(/C=C/C(=O)c2ccccn2)cc1,-1,-2,3.7,-5,14,-2,26,15,16
CC(C)C[C@@]12C(=O)N(c3ccc(Br)cc3)C(=O)N1[C@H](c1ccc(Br)cc1)[C@@H]1C(=O)N(C(C)(C)C)C(=O)[C@@H]12,0,-4,-0.7,2,60*,8,5,24,-9
O=C(Nc1c2c(nn1-c1ccccc1)CS(=O)C2)c1ccco1 (configuration not stated),-1,-1,1.2,-10,7,10,-2,-4,-1
Cc1ccc(C(=O)OCC(=O)NNC(=O)c2ccc([N+](=O)[O-])cc2)o1,-1,8,-1.1,-21,12,-2,-1,6,-30
COc1cc(NS(=O)(=O)c2ccc(NC(=O)c3cccs3)cc2)nc(OC)n1,-2,0,-0.5,4,-5,4,7,8,-5

# Assay outcomes from PubChem.

# Not all compounds are listed; count on the stated rates, not on these rows.
